Screening results as filed in PubChem.
VCAM1 TNFa inh: reduces TNF alpha induced VCAM1 expression in HUVEC; HUVEC TNFa-induced VCAM-1 immunofluorescence, high-content imaging; inhibition, % at 2 µM; 95,000 tested, 0.48% active; AID 802;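 active = inhibition above the batch mean plus 3 SD, with images confirmed as a hit by eye, cut at about 37% in these data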;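 note: 0% = TNF-stimulated DMSO wells and 100% = unstimulated control wells; not every result past the cut was called active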
CYP2C9 act: activators of human CYP2C9. P11712. recombinant CYP2C9, luciferin-H conversion, luminescence; stronger effect = higher value; factor 1 = untreated enzyme, 0 = blocked. activation factor at 5 µM. 96,000 tested, 1.4% active;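 active = activation factor of 2 or more for CYP2C9 at a 5 µM dose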;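 note: 0 = sulfaphenazole-blocked wells and 1 = vehicle-only wells; values of inactives mirror those of a sister screen read the other way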
HUVEC tox TNFa: HUVEC cytotoxicity counter-screen, TNF alpha stimulated | HUVEC TNFalpha-stimulated, Hoechst cell count, imaging | cell count reduction, % at 2 µM | 93,000 tested, 0.17% active | AID 848;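 active = cell count reduction exceeding the screen mean by over 5 SD, scaled to untreated wells per plate, cut at about 78% in these data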;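 note: cells counted after 24 h of TNF alpha exposure following the 1 h pretreatment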
HUVEC tox IL1B: toxic to HUVEC cells under IL-1B stimulation; AID 845; cell count reduction, % at 2 µM; 94,000 tested, 0.41% active; HUVEC cell count loss, Hoechst imaging, IL-1B stimulated;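 active = cell count reduction more than 3 SD above the screen-wide mean, cut at about 70% in these data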;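 note: normalized per plate to untreated control cells as the no-loss baseline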
CYP2C19 act: increases human CYP2C19 enzyme activity; P33261; recombinant CYP2C19, luciferin-H EGE luminescence; stronger effect = higher value; 0 = fully inhibited enzyme, 1 = untreated enzyme; activation factor at 5 µM; 96,000 tested, under 10 active; AID 1025;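 active = activation factor of at least 2 at 5 µM in the primary screen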;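 note: 0 = wells with 2.5 mM tranylcypromine and 1 = vehicle-only wells; values of inactives mirror those of a sister screen read the other way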
Target sequence (P33261 whole entry, looked up): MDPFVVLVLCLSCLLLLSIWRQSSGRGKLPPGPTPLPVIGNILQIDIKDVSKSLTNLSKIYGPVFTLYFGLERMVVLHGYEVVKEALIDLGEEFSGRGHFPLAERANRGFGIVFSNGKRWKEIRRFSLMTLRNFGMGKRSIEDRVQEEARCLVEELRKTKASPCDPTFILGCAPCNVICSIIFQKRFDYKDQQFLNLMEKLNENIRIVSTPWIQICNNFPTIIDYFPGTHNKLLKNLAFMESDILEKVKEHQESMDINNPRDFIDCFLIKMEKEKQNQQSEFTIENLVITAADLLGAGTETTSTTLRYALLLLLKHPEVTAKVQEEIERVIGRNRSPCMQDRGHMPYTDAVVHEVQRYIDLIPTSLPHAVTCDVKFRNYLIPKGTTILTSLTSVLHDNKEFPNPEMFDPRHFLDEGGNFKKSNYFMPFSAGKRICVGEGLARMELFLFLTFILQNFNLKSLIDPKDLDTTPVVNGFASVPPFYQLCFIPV
CYP2C19 inhib: human CYP2C19 inhibition | P33261 | CYP2C19 Supersomes, luciferin-H EGE luminescence, 30 min | inhibition, % at 5 µM | 96,000 tested, 21% active;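 active = CYP2C19 inhibition above a set limit at 5 µM in the primary screen, cut at about 50% in these data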;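 note: plate controls were negative control wells for no effect and 2.5 mM tranylcypromine positive control for full effect; values of inactives mirror those of a sister screen read the other way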
CYP2C9 inh: blocks human cytochrome P450 2C9; P11712; CYP2C9 Supersomes, luciferin-H conversion, luminescence; inhibition, % at 5 µM; 96,000 tested, 20% active; AID 777;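 active = blocking of liver enzyme CYP2C9 beyond about 50% at 5 µM, limit read from the data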; note: values of inactives mirror those of a sister screen read the other way
Calb biofilm kill: kills Candida albicans biofilms. 85,000 tested, 0.14% active. AID 834. C. albicans biofilm + clotrimazole, Alamar Blue. inhibition, % at 6 µM;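 active = inhibition above 20%; inactive = inhibition below 20%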;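 note: preformed 24 hr biofilms exposed to compound for 48 hr; 0% = biofilm without compound and 100% = blank killed by clotrimazole plus chlorhexidine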
hDAT+cocaine: changed human dopamine transporter uptake under cocaine IC80; Q01959; LLC-PK1 hDAT cells, [14C]-dopamine uptake with cocaine IC80; actives deviate in either direction; B-score at 10 µM; 110,000 tested, 1.3% active; AID 449768;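 active = Z score or B-score, a plate-position-corrected score, falls beyond the plate's 99.7% confidence bounds, in either direction; inactive = both scores lie inside the 99.7% bounds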;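 note: scored against the spread of the other compound wells on the same plate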
Target sequence (Q01959 whole entry, looked up): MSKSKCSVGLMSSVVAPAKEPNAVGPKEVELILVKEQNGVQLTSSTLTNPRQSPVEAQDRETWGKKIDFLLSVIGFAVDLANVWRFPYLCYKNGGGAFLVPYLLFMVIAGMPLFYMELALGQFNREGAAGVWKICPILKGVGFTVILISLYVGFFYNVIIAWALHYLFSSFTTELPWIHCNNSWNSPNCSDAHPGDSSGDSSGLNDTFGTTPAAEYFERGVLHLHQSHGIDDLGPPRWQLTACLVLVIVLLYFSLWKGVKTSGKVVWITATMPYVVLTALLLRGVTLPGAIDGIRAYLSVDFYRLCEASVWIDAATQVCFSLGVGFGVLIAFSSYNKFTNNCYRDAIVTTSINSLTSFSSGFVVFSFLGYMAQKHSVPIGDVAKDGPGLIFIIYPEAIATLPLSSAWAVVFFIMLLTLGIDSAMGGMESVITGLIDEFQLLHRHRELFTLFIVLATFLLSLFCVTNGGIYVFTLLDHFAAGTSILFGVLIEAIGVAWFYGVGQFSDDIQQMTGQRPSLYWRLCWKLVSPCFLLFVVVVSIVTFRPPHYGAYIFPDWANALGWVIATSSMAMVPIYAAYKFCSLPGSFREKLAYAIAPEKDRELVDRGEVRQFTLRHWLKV
An asterisk follows results filed as active; . = no result given.

SMILES	VCAM1 TNFa inh	CYP2C9 act	HUVEC tox TNFa	HUVEC tox IL1B	CYP2C19 act	CYP2C19 inhib	CYP2C9 inh	Calb biofilm kill	hDAT+cocaine
Cc1ccc(-c2ccc(/C=N/c3ncn[nH]3)o2)cc1Cl	0.4	1.1	-17.2	26.8	1	-4.2	-12.9	0.8	0.037
C=CCc1cccc(/C=N/n2cnnc2)c1O	-7.7	0.7	9.7	-2.3	0.3	66.3*	30.1	.	1.77
CCOc1ccccc1N(CC(=O)NC(C)(C)C)C(=O)c1ccc(CN2CCOCC2)o1	-6.9	1.1	-3.1	-9.2	1	-4.5	-7.2	4.5	-0.916
CC(C)n1cc(/C=C2/SC(=O)N(CC(=O)Nc3ccc4c(c3)OCO4)C2=O)c2ccccc21	1.4	0.8	-4.0	-45.4	0.9	10.8	21.0	.	0.0401
c1ccc(CCN2CN=C(Nc3nc4ccccc4o3)NC2)cc1	-2.9	0.9	-27.7	7.9	0.7	29.5	6.5	5.6	0.848
CCn1c(SCC(=O)NCC2CCCO2)nc2c(c1=O)SC(C)C2 (stereo unspecified)	.	0.9	.	.	1	1.3	11.9	-6.0	-0.434
CCOC(=O)CSc1nnc(-c2ccccc2OC)o1	11.3	2*	-3.1	-26.8	0.6	35.7	-95.3	5.0	0.271
Cc1ccc(C(=O)N/C(=C/c2ccco2)C(=O)NCCc2c[nH]c3ccccc23)cc1C	-4.7	0.5	15.9	-9.6	0.6	39.8	52.5*	.	0.932
COC(=O)C1CCN(C(=O)COc2cc3sc(C)nc3c3sccc23)CC1	5.1	1.1	-9.2	-10.8	0.8	21.9	-11.1	-8.7	1.3
Cc1cc(Oc2ccccc2)nc(N)n1	-9.1	1	-13.3	11.2	1	1.1	4.7	-3.9	1.31
CC1CCCCN1S(=O)(=O)c1ccc(NC(=O)c2cccc(-n3cnnn3)c2)cc1 (stereo unspecified)	.	0.8	.	.	0.9	8.5	17.6	8.8	1.42
Cc1[nH]c(=O)[nH]c(=O)c1S(=O)(=O)N1CCOCC1	.	1.1	.	.	1.3	-27.9	-13.1	2.0	-0.0151
CCN1CCCC1CNc1ncnc2c1[nH]c1ccc(F)cc12 (stereo unspecified)	5.0	1	-4.8	-29.9	0.9	14.6	2.6	7.6	0.148
N#Cc1c(SCC(=O)O)nc(-c2ccccc2)c2c1CCCC2	12.1	0.7	-21.3	-17.2	1	-0.2	29.1	6.4	0.426
CCCCCCNC(=O)CSc1nccn1Cc1ccccc1	3.8	0.2	-38.8	.	0.6	37.7	77.3*	2.1	1.05
COc1ccc(-c2nnc(N(C)C(=O)c3ccno3)s2)cc1	-5.0	.	-11.3	.	.	.	.	6.4	0.186
O=C(CNC(=O)Cn1ccc2ccccc2c1=O)NCCCN1CCN(c2cccc(Cl)c2)CC1	-1.6	0.9	-5.3	-10.9	0.9	10.4	10.3	4.8	-0.21
CC(C)(C)NC(=O)CCC1COc2ccccc2O1 (stereo unspecified)	-16.0	0.8	-24.4	3.8	0.7	32.6	21.0	1.8	0.477
Cc1ccc(C)c(NS(=O)(=O)c2cc(C(=O)NCc3ccco3)ccc2C)c1	-4.3	0.2	-9.6	-51.1	0.4	60.5*	82.9*	0.9	1.26
Fc1ccc(/C=C2\CCCC3=C2Nc2ncnn2C3c2ccc(F)cc2)cc1 (stereo unspecified)	7.3	0.9	-3.3	10.8	0.9	6.5	14.6	4.1	0.402
CC1(C)Cc2cccc(OCC(=O)N3CCN(S(=O)(=O)c4ccc(F)cc4)CC3)c2O1	-3.4	1.1	-17.9	-28.8	0.8	20.7	-14.4	.	0.783
Nc1nnc(Cc2ccccc2)s1	-6.6	1.2	-6.5	-8.6	1.1	-5.8	-22.1	2.5	-0.323
COC(=O)C1C(=O)c2c([nH]c(C(=O)OC3CCCC3C)c2C)CC1C (stereo unspecified)	.	0.4	.	.	0.9	8.6	56.1*	-8.9	-0.272
COc1ccc(C2C=C(c3ccc(C)cc3)Nc3ncnn32)cc1 (stereo unspecified)	3.4	0.7	26.9	29.7	0.7	27.8	34.5	-5.6	.
O=C(CCc1ccccc1)NNC(=O)c1ccco1	-0.3	0.9	-15.1	-33.3	0.6	40.2	14.5	.	-0.286
Next section
SMILES	VCAM1 TNFa inh	CYP2C9 act	HUVEC tox TNFa	HUVEC tox IL1B	CYP2C19 act	CYP2C19 inhib	CYP2C9 inh	Calb biofilm kill	hDAT+cocaine
CN(C)S(=O)(=O)N1CCC(C(=O)O)(c2ccccc2)CC1	1.1	1	-0.8	-1.0	1.2	-17.6	-1.1	1.4	0.342
c1csc(-c2nc3c4ccccc4c4ccccc4c3[nH]2)c1	26.7	.	5.6	-20.0	.	.	.	9.4	0.452
O=C(Cc1c(F)cccc1Cl)N1CCN(C(=O)c2ccco2)CC1	1.9	0.9	-14.8	13.1	0.9	11.2	11.7	-0.3	0.595
CC(C)NC(=S)Nc1ccc(Oc2ccccc2)cc1	12.6	0.6	-33.3	-3.7	0.3	72.1*	39.8	.	-0.402
Cc1nnc(SCC(=O)NC(C)(C)C)n1CCc1ccccc1	-2.3	.	-13.9	-28.8	.	.	.	7.2	-0.473
COc1cccc(-c2[nH]nc3c2C(c2ccc(C)o2)C(C#N)=C(N)O3)c1 (stereo unspecified)	11.2	0.8	-23.6	-12.2	0.8	21.3	20.5	2.9	-1.37
CCOC(=O)c1ccc(NC(=S)NCCCN2CCCCC2)cc1	-21.6	0.9	-30.4	1.7	1	2.3	14.7	.	2.05
Cn1cc(S(=O)(=O)CC(=O)Nc2ccc3c(c2)OCCO3)c2ccccc21	1.7	.	2.2	17.8	.	.	.	22.5*	1.64
C#CC(CC)(CC)NC(=O)c1c(C)noc1C	.	1.1	.	.	1	3.7	-5.8	.	-0.385
CC(NC(N)=O)C12CC3CC(CC(C3)C1)C2 (stereo unspecified)	-6.8	0.9	-41.6	1.5	0.7	30.7	13.6	2.2	-0.619
Cc1ccc(-c2nnc(-c3cccc(NC(=O)c4cccs4)c3)o2)cc1	18.2	0.2	-7.7	3.0	0.4	55.2*	78.2*	.	-0.102
COc1ccc(S(=O)(=O)N2CCCCC2)cc1Br	13.9	2.1*	-6.7	0.6	0.1	92.0*	-114.8	4.6	0.772
O=C(Nc1ccc(F)cc1F)N1CCCCC1c1cccnc1 (stereo unspecified)	-10.2	1.1	-17.0	2.1	1.1	-5.4	-6.8	5.2	0.423
O=[N+]([O-])c1ccc(-c2ccc(/C=N/c3c(-c4ccco4)nc4ccccn34)o2)cc1	8.9	0.9	-10.1	5.1	1	-2.7	9.6	.	.
CC(C)Oc1ccc(N2CC(C(=O)Nc3ccc4c(c3)OCO4)CC2=O)cc1 (stereo unspecified)	-3.8	0.8	-2.8	13.3	1	-2.2	21.0	9.8	-1.04
O=C(O)C1CCCCC1C(=O)Nc1ccc(Cl)cc1 (stereo unspecified)	2.8	0.9	9.0	-186.7	0.7	29.9	9.3	7.3	-1.67
NC(=O)SCC(=O)Nc1ccc(Cl)c(Cl)c1	-4.0	0.3	7.0	-18.5	0.5	46.2	73.7*	-6.4	-0.959
N=c1sccn1CC(=O)N1CCc2ccccc21	5.3	1.1	-4.6	-7.0	1.1	-7.3	-5.6	2.6	-0.00155
O=c1c2c3c(sc2n(CCN2CCOCC2)c(=O)n1Cc1ccco1)CCCCC3	.	0.2	.	.	0.5	50.9*	77.1*	-7.3	1.51
COC(=O)C1=C(C)NC2=C(C(=O)CCC2)C1c1cccc(C)n1 (stereo unspecified)	.	1.2	.	.	0.9	8.8	-19.6	5.7	-0.151
Cn1c(C(=O)N2CCC(C(=O)N3CCN(Cc4ccc5c(c4)OCO5)CC3)CC2)cc2sccc21	.	1.5	.	.	0.5	50.7*	-54.5	9.9	0.694
O=C1NC2(CCCCC2)N=C1c1ccc(F)cc1	-13.0	0.9	12.1	17.1	0.8	17.4	10.5	0.2	-0.98
Cc1ccc(Oc2ncc(CN3CC(C)OC(C)C3)s2)cc1 (stereo unspecified)	2.5	1.1	4.8	-41.6	0.5	47.0	-8.2	.	0.318
CCc1nc2c(nnn2Cc2ccc(F)cc2)c(=O)[nH]1	0.0	0.9	-0.8	-108.8	0.1	87.5*	10.2	2.6	0.613
Cc1oc(C(=O)O)cc1CSc1nnc(-c2ccccc2)n1C	1.3	0.7	-15.9	-27.3	1.2	-16.5	29.4	4.6	0.526

Reformatted with bars between the fields: part of the list above.
Compound | VCAM1 TNFa inh | CYP2C9 act | HUVEC tox TNFa | HUVEC tox IL1B | CYP2C19 act | CYP2C19 inhib | CYP2C9 inh | Calb biofilm kill | hDAT+cocaine
O=C(O)C1CCCCC1C(=O)Nc1ccc(Cl)cc1 (stereo unspecified) | 2.8 | 0.9 | 9.0 | -186.7 | 0.7 | 29.9 | 9.3 | 7.3 | -1.67
NC(=O)SCC(=O)Nc1ccc(Cl)c(Cl)c1 | -4.0 | 0.3 | 7.0 | -18.5 | 0.5 | 46.2 | 73.7* | -6.4 | -0.959
N=c1sccn1CC(=O)N1CCc2ccccc21 | 5.3 | 1.1 | -4.6 | -7.0 | 1.1 | -7.3 | -5.6 | 2.6 | -0.00155
O=c1c2c3c(sc2n(CCN2CCOCC2)c(=O)n1Cc1ccco1)CCCCC3 | . | 0.2 | . | . | 0.5 | 50.9* | 77.1* | -7.3 | 1.51
COC(=O)C1=C(C)NC2=C(C(=O)CCC2)C1c1cccc(C)n1 (stereo unspecified) | . | 1.2 | . | . | 0.9 | 8.8 | -19.6 | 5.7 | -0.151

(more compounds)
SMILES	VCAM1 TNFa inh	CYP2C9 act	HUVEC tox TNFa	HUVEC tox IL1B	CYP2C19 act	CYP2C19 inhib	CYP2C9 inh	Calb biofilm kill	hDAT+cocaine
COc1cc2[nH]c(=O)n(C3CCCCC3)c(=O)c2cc1OC	-6.3	1.1	-5.1	5.9	1.1	-11.8	-14.9	4.1	-0.867
CN(C)CCNc1oc(COc2cccc(Cl)c2)nc1C#N	6.7	1.3	-35.4	-22.4	1.1	-12.3	-27.5	-6.5	-0.62
CCn1c(NC(=O)c2ccco2)c(-c2ccccc2Cl)c(=O)c2ccccc21	-6.8	0.9	-28.0	-72.6	1	-1.3	5.5	5.7	0.309
Cc1ccccc1NC(=O)NCCCN1CCCC1	24.9	0.9	-1.1	14.3	0.8	21.4	5.6	1.0	-1.95
O=C(NCCC1=CCCCC1)C1CCCN(S(=O)(=O)c2ccccc2)C1 (stereo unspecified)	-10.7	0.6	12.0	6.5	0.8	23.3	36.0	4.6	-0.239
O=C(CN1C(=O)C2C3C=CC(C3)C2C1=O)NCC1COc2ccccc2O1 (stereo unspecified)	-0.2	1	-17.1	-12.3	1	0.4	-1.1	.	0.653
Cn1c2ccccc2c2c(C(=O)N3CCN(c4ccc(F)cc4)CC3)cn(C3CCCC3)c(=O)c21	10.7	0.1	-14.6	-18.3	0.1	85.8*	89.6*	9.5	0.265
CCn1c(-c2ccoc2C)n[nH]c1=S	9.6	1	-12.0	2.1	1	1.3	2.9	3.8	0.271
CCOc1cc2c(cc1OCC)C(C(=O)O)C(c1cc(Br)c(O)c(OC)c1)N(C)C2=O (stereo unspecified)	15.0	1.1	-26.2	-29.5	1	2.9	-5.3	3.4	0.394
Cc1cccc(C(OC(=O)c2ccco2)C(=O)NCc2ccccc2)n1 (stereo unspecified)	4.5	.	-21.1	-57.0	.	.	.	8.6	1.1
NC(=O)CCNC(=O)c1ccc(Cl)cc1	0.1	1	-3.2	20.8	1	1.0	-3.5	.	-0.0533
Cc1cc(-c2nc3c4c5c(sc4[nH]c(=O)n3n2)CCC5)c(C)o1	11.9	0.5	2.9	-3.6	1.1	-11.7	50.7*	3.5	0.676
